# Screens as filed in PubChem.
# Pf gamet viab: inhibitors of late stage P. falciparum gametocyte viability | P. falciparum stage V gametocytes, ATP luminescence, 24 h | inhibition, % at 10.9 µM | 150,000 compounds, 0.065% hits;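 active means inhibition above the mean plus 3 SD of compounds within the control limits, set per campaign, cut at about 38% in these data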;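 further: 0% = DMSO wells and 100% = medium only without gametocytes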
# Mcl1 Noxa PPI: disrupts binding of human Mcl-1 to Noxa peptide | 220,000 compounds, 1.5% hits | TR-FRET Mcl-1/Noxa peptide binding, 2 h | inhibition, % at 21.7 µM | Q07820 | AID 1022;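 active means compounds that cut the protein-peptide binding signal by more than 50% relative to plate controls in a single-dose test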;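 further: His-tagged Mcl-1 with rhodamine Noxa BH3 peptide and terbium anti-His antibody; 0% = Mcl-1 plus Noxa peptide wells and 100% = peptide-only wells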
# Target sequence (Q07820 whole entry, looked up): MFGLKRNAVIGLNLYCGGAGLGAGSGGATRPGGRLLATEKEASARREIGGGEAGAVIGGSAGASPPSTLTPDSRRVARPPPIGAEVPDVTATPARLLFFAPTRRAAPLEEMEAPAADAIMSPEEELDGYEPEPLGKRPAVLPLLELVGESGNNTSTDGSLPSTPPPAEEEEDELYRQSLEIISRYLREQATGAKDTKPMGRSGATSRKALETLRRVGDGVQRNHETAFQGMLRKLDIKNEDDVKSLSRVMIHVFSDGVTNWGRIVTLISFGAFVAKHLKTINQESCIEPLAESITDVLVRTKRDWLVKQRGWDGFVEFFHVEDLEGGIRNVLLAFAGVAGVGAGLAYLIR
# Avidin bead fluor: compound fluoresces at 488/530 nm on avidin beads; compound fluorescence 488/530 nm, flow cytometry; stronger effect = higher value; fluorescence (KMESF) at 10 µM; 220,000 compounds, 0.38% hits; in the data active means fluorescence above about 47; further: inactives centre near 10
# * = called active by the depositor. A portion of the library; the hit share may differ from the screen's.
structure	Pf gamet viab	Mcl1 Noxa PPI	Avidin bead fluor
Cc1onc(-c2ccc(Cl)cc2)c1-c1ccnn1S(=O)(=O)c1cccc(C(F)(F)F)c1	13	0	6
S=c1nc[nH]c2c1cnn2-c1ccccc1	-3	-16	5
S=C(NNc1ccnc2cc(Cl)ccc12)Nc1ccc(Cl)cc1Cl	-12	85*	7
C=C1C(=O)O[C@@H]2[C@H]1[C@@H](OC(=O)/C(C)=C/C)C/C(C)=C\C(=O)/C=C(\C)[C@@H]2O	14	-2	13
CCc1c(C)nc2c(-c3ccccc3)c(C)nn2c1Nc1ccc(NC(C)=O)cc1	-20	-3	6
CC1CC(C)(C)OC(C[N+]2(C)CCCCC2)O1 (centres undefined)	1	-6	8
CCOc1ccc(-n2c([S-])c(C(=O)Nc3ccc(S(=O)(=O)N4CCOCC4)cc3)[n+]3cc(C(N)=O)ccc23)cc1	-7	-45	3
NC(=O)Nc1ccc(C(=O)OCC(=O)Nc2cccc(S(=O)(=O)NC3=NCCCCC3)c2)cc1	-20	13	7
COc1cc(C2CC(=O)Oc3c(C(CCN4CCN(c5ccccc5)CC4)c4ccc(N(C)C)cc4)c(OC)cc(OC)c32)cc(OC)c1OC (centres undefined)	0	7	8
COc1ccc(C(=O)c2coc3c2C(=O)C(=O)c2ccccc2-3)cc1	-3	12	4
CCCOc1ccc(C(=O)NCCC(=O)NCCCC(=O)O)cc1	11	7	7
CN(C)/C=N/NC(=O)c1ccccc1Cl	-23	-9	7
COCCCNC1CS(=O)(=O)CC1O (centres undefined)	8	15	8
CC1C[N+](=C2C=C(N3CCOCC3)CC(C)(C)C2)CC(C)O1 (centres undefined)	-7	24	17
Cc1cc(C)nc(NC(=O)c2ccc(Cl)c([N+](=O)[O-])c2)n1	0	10	6
CCOC(=O)c1ccc(Nc2c(OCC)c(=O)c2=O)cc1	-28	-2	8
COc1ccc(S(=O)(=O)N2CCOC2CNC(=O)C(=O)NCc2ccco2)cc1OC (centres undefined)	4	24	8
CCOc1cc(/C=N/NC(=O)CCn2nnc3ccccc32)ccc1O	16	14	8
C=CCNC(=O)c1ccc2c3n(nc2c1)-c1ccc(C)cc1CO3	-13	-5	13
O=C(O)c1nccnc1C(=O)Nc1ccc(S(=O)(=O)N2CCOCC2)cc1	12	-4	7
O=C(Nc1nccs1)c1c(O)c2c([nH]c1=O)CCCC2	2	4	3
S=C1CCC(c2ccc(Cl)cc2)=NN1c1ccccc1	9	-15	5
CC(=O)Nc1ccc(Nc2nc3ccccc3nc2NS(=O)(=O)c2ccccc2)cc1	-7	21	3
CCCOc1ccc(CCC(=O)N/N=C/c2ccco2)cc1	-5	-14	6
CC1CN(c2ccc([N+](=O)[O-])cn2)CC(C)O1 (centres undefined)	-26	11	6
Cc1cc(C)nc(NC(=O)/C=C/c2ccc(Cl)cc2)n1	-4	3	6
COc1ccc(C2C(C#N)=C(N)Oc3cc(C)[nH]c(=O)c32)cc1OC (centres undefined)	5	7	4
O=C(CSc1nnc(Cc2ccccc2)o1)c1ccc(F)cc1	-4	-9	15
COc1cc(C2C3=C(Nc4nc(N)[nH]c(=O)c42)c2ccccc2C3=O)ccc1O (centres undefined)	27	90*	7
COc1c(Cl)cccc1-c1cn2ccc(C)cc2n1	4	16	7

# Another view of some results above.
# The line under a structure holds: Pf gamet viab | Mcl1 Noxa PPI | Avidin bead fluor
CC(=O)Nc1ccc(Nc2nc3ccccc3nc2NS(=O)(=O)c2ccccc2)cc1
    -7 | 21 | 3
COc1cc(C2CC(=O)Oc3c(C(CCN4CCN(c5ccccc5)CC4)c4ccc(N(C)C)cc4)c(OC)cc(OC)c32)cc(OC)c1OC (centres undefined)
    0 | 7 | 8
C=CCNC(=O)c1ccc2c3n(nc2c1)-c1ccc(C)cc1CO3
    -13 | -5 | 13

# Carrying on:
structure	Pf gamet viab	Mcl1 Noxa PPI	Avidin bead fluor
CCOC(=O)Cc1nn(Cc2nc(-c3ccc(C#N)cc3)cs2)c(=O)c2ccccc12	9	-3	7
CCCCCc1cc(=O)oc2c(C(CCN3CCCC3)c3ccc(N(C)C)cc3)c(OC)cc(OC)c12 (centres undefined)	-24	8	7
Cc1onc(-c2c(F)cccc2Cl)c1C(=O)OCC(=O)c1c[nH]c2ccccc12	-14	-3	7
CCOc1ccc(NC(=O)C(=O)N/N=C/c2cccnc2)cc1	-19	-9	7
CC#CC[N+](C)(C)CCCCCC	2	-7	5
Cc1ccc(S(=O)(=O)N(C)C)cc1[N+](=O)[O-]	-8	-1	9
O=C(NCc1ccc(Cl)cc1)C1CCC(CNc2c(N3CCCC3)c(=O)c2=O)CC1 (centres undefined)	8	1	8
CC(=O)Nc1ccc(N2CCN(c3ccc(C(F)(F)F)cn3)CC2)nc1	-5	-2	4
Nc1n[nH]c(C2CC2)c1N=Nc1ccc(Cl)c(Cl)c1	-10	25	6
O=C(CN1CCCCC1)Nc1ccc(C(F)(F)F)cc1Cl	9	-10	6
Cc1nc(-c2nc(-c3c(C(=O)NNC(=O)Nc4cccc(Cl)c4)noc3C)cs2)cs1	-16	2	8
CSc1ncc(CN2CCc3c([nH]c4ccccc34)C2c2cccc(C)n2)cn1 (centres undefined)	-30	-7	5
COc1ccc2c(c1)NC(c1ccc(N(C)C)cc1)c1cccn1-2 (centres undefined)	-13	7	7
CC(C)(CN1CCc2ccccc2C1)NS(=O)(=O)c1ccccc1	-5	11	5
CCOC(=O)c1sc(NNC(=O)c2ccc(F)cc2)nc1C	11	1	9
COc1cccc(/C=N/NC(=O)c2[nH]nc3c2CCc2ccccc2-3)c1	12	6	5
C=CCn1c(O)c(C=Nc2ccc(CN3CCCCC3)cc2)c(=O)[nH]c1=S	-1	-4	7
CC(C)CC(NC(=O)OC(C)(C)C)C(=O)O (centres undefined)	-18	5	8
COc1ccc(OC(=O)c2cnc3n(c2=O)CCS3)cc1	9	-13	4
Cc1cc(-c2nc(C)c(C(=O)NN)s2)no1	7	6	8
O=c1[nH]c(CN2CCN(S(=O)(=O)/C=C/c3ccccc3)CC2)nc2cc(Cl)ccc12	-8	13	3
O=C(NNc1c(Cl)cccc1Cl)C1CCC1	17	7	6
O=C(Nc1ccc(O)cc1)/C(=C\C=C\c1ccccc1)NC(=O)c1ccccc1	-4	-11	7
CCc1nnc(NC(=O)C(CC)CC)s1	-12	-4	7
O=C(NCc1nc2ccccc2[nH]1)c1ccccc1F	23	-7	8
CS(=O)(=O)c1ccc(Cl)c(NC(=O)Nc2ccccc2)c1	2	2	10
CCOC(=O)c1cnc(Nc2ccccc2)nc1C(F)(F)F	9	2	7
Cc1nc2ccccn2c1-c1ccnn1S(=O)(=O)c1ccc(F)cc1	4	12	3
Cc1[nH]c2ccccc2c1C(=O)CSc1cccc[n+]1[O-]	-21	8	6
COc1ccc(-c2coc3c(CN4CCOCC4)c(O)ccc3c2=O)cc1	11	10	8
CCCc1nnc(NC(=O)C(=O)NCCN(CC)CC)s1	5	-2	7
COc1cc(Cn2c(-c3ccc(O)c(OC)c3)nc3ccccc32)ccc1O	-24	-16	6
CC(=O)N1CCN(c2ccnc3cc(Cl)ccc23)CC1	-6	13	4
COc1ccc(S(=O)(=O)N2CCOC2CNC(=O)C(=O)NCc2cccnc2)cc1C (centres undefined)	-6	-10	8
COc1ccc(C2CC(=O)C(C=NCCN3CCN(C(=S)Nc4ccccc4)CC3)=C(O)C2)cc1 (centres undefined)	2	5	7
O=C(COC(=O)c1ccc(Br)o1)Nc1nc2c(F)c(F)c(F)cc2s1	-5	39	3
CCOC(=O)Cc1csc(NC(=O)Cc2ccc(Br)cc2)n1	1	-9	9
CC1(C)CC(=O)C=C(NCc2cccc(C(F)(F)F)c2)C1	4	8	3
COC(=O)C1CCN(C2=C(NS(=O)(=O)c3ccc(Cl)cc3)C(=O)c3ccccc3C2=O)CC1	4	-2	2
Cc1noc(C)c1-c1nnc(-c2ccc(C(F)(F)F)cc2)o1	13	13	6
CC1(OC(=O)C2CCCC2)C(=O)C=C2C=C(c3ccsc3)N(C(CO)CO)C=C2C1=O (centres undefined)	6	8	8
Cc1cc(NC(=O)NN2CCOCC2)nn1-c1c(Cl)cc(Cl)cc1Cl	1	7	6
Cc1nc(C(=O)Nc2ccccc2)sc1C(=O)Nc1ccccc1	-33	16	12
Cc1ccc(-c2nc(NC(=O)c3cc(C(C)(C)C)nn3C)sc2C)cc1Cl	-24	-1	6
CC(/C=C/C=C/c1ccccc1)=N/NC(=O)C(O)c1ccccc1 (centres undefined)	7	-6	7
Clc1ccc(CSc2nncn2-c2ccc3c(c2)OCCO3)cc1	-14	-6	6
COc1cccc(-c2n[nH]c(=S)n2Cc2ccco2)c1	-44	34	7
O=c1c2ccccc2n(CC(O)CN2CCCCC2)c2ccccc12 (centres undefined)	-42	13	8
CCCCCC(=O)NC(=S)Nc1cccc(-c2nc3ncccc3o2)c1	0	1	4
COC(=O)c1ccc(S(=O)(=O)N2CCCN(Cc3ccccc3)CC2)n1C	9	-18	11
O=C(Nc1ccncc1)c1cccc2ccccc12	4	10	3
Cn1cccc1CC(=O)N/N=C/c1ccc([N+](=O)[O-])cc1	-6	12	6
CCCNC(=O)c1ccc2c(=O)n3c(-c4ccc(C)cc4)csc3nc2c1	14	-59	7
CC1(C)CC(=O)C(C2C3=C(CC(C)(C)CC3=O)Oc3ccccc32)C(=O)C1 (centres undefined)	3	-1	7
Cc1ccc(NC(=O)CSc2n[nH]c(N)n2)cc1S(=O)(=O)N1CCOCC1	-33	6	3
COc1ccc(C(=O)Nc2ccccc2C(=O)N/N=C/c2ccncc2)cc1OC	-2	-6	8
COc1ccc(C2c3ccsc3CCN2C(=O)NC(C)(C)C)cc1 (centres undefined)	-12	-2	6
Cn1c(=O)c2c(-c3cccc(Br)c3)c(C#N)c(N)nc2n(C)c1=O	-18	27	8
CC(C)COP(=O)(c1ccc(N(C)C)cc1)C(O)c1cccnc1 (centres undefined)	7	-6	9
NC(=O)C1(c2ccccc2)CCC(=O)N1c1ccccc1 (centres undefined)	-2	-1	6
CNc1ccc([N+](=O)[O-])cc1-c1nc2ccccc2[nH]c1=O	-1	65*	7
CCc1nnc(NC(=O)COc2ccccc2[N+](=O)[O-])s1	-34	7	6

# In the list so far, twelve contain fluorine:
structure	Pf gamet viab	Mcl1 Noxa PPI	Avidin bead fluor
Cc1onc(-c2ccc(Cl)cc2)c1-c1ccnn1S(=O)(=O)c1cccc(C(F)(F)F)c1	13	0	6
O=C(CSc1nnc(Cc2ccccc2)o1)c1ccc(F)cc1	-4	-9	15
Cc1onc(-c2c(F)cccc2Cl)c1C(=O)OCC(=O)c1c[nH]c2ccccc12	-14	-3	7
CC(=O)Nc1ccc(N2CCN(c3ccc(C(F)(F)F)cn3)CC2)nc1	-5	-2	4
O=C(CN1CCCCC1)Nc1ccc(C(F)(F)F)cc1Cl	9	-10	6
CCOC(=O)c1sc(NNC(=O)c2ccc(F)cc2)nc1C	11	1	9
O=C(NCc1nc2ccccc2[nH]1)c1ccccc1F	23	-7	8
CCOC(=O)c1cnc(Nc2ccccc2)nc1C(F)(F)F	9	2	7
Cc1nc2ccccn2c1-c1ccnn1S(=O)(=O)c1ccc(F)cc1	4	12	3
O=C(COC(=O)c1ccc(Br)o1)Nc1nc2c(F)c(F)c(F)cc2s1	-5	39	3
CC1(C)CC(=O)C=C(NCc2cccc(C(F)(F)F)c2)C1	4	8	3
Cc1noc(C)c1-c1nnc(-c2ccc(C(F)(F)F)cc2)o1	13	13	6
